Screening results (PubChem)
SUMO1 PPI mod: modulators of human SUMO1-mediated protein-protein interactions; P63165; inhibition, % at 20 µM; actives 0.33% (n = 360,000); AID 602429; SUMO1 binding to a labelled peptide, TR-FRET, 1 h; in the data active = inhibition above about 37%
Target sequence (P63165 whole entry, looked up): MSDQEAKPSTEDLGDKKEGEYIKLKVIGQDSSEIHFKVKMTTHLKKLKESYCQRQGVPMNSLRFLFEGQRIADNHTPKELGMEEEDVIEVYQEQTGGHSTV
LMPTP block: blocks human LMPTP phosphatase; P24666; actives 0.22% (n = 360,000); inhibition, % at 20 µM; recombinant LMPTP-A, OMFP fluorogenic substrate, fluorescence intensity;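 active = compounds that cut the enzyme signal by at least half of the control window in the single-dose screen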;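 note: plate controls were DMSO wells with enzyme plus substrate for no effect and substrate without enzyme for full effect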
Target sequence (P24666 whole entry, looked up): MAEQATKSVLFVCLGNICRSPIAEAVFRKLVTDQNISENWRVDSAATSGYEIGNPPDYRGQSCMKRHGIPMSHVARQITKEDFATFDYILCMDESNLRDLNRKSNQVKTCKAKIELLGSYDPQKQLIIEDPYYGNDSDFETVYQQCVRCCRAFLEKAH
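Test system – LMPTP-A phosphatase enzyme · Quantity – 0.625 nM LMPTP-A final · Reagent – OMFP substrate, 400 µM final · Dosing – one test concentration per compound, 20 µM, with 3% DMSO overall · Timing – 50 min enzyme reaction at room temperature, protected from light · Detection – fluorescence intensity · Controls – substrate-only low control, DMSO enzyme-plus-substrate high control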
PABP1 MLLE inh: inhibitors of microRNA-mediated deadenylation, human PABP1 MLLE binding | AID 588489 | actives 0.36% (n = 360,000) | inhibition, % at 20 µM | P11940 | GST-MLLE / FITC-PAM2 fluorescence polarization; in the data active = inhibition above about 35%, passing the limit was not always enough;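 note: plate controls were DMSO wells with GST-MLLE for no effect and wells lacking GST-MLLE protein for full effect; some results filed as inactive read as strong as hits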
DNMT1 inh: inhibitors of human DNMT1. inhibition (reported as % activation of signal), % at 10 µM. DNMT1 molecular beacon, Hinp1I cleavage, fluorescence. AID 588458. actives 0.83% (n = 360,000). P26358; in the data active = inhibition above about 50%
CSN inh: inhibitors of human CSN-mediated cullin deneddylation | AID 651999 | inhibition, % at 12.5 µM | Q92905 | actives 0.38% (n = 360,000) | Purified CSN, SCF-Nedd8-OG deneddylation, fluorescence polarization;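 active = pattern-corrected inhibition above about 35%, with an unprinted fluorescence ratio check between 0.5 and 1.5, limit read from the data, passing the limit was not always enough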;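 note: 0% = enzyme with substrate and 100% = substrate without enzyme; some results filed as inactive read as strong as hits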
Target sequence (Q92905 whole entry, looked up, one chain of several): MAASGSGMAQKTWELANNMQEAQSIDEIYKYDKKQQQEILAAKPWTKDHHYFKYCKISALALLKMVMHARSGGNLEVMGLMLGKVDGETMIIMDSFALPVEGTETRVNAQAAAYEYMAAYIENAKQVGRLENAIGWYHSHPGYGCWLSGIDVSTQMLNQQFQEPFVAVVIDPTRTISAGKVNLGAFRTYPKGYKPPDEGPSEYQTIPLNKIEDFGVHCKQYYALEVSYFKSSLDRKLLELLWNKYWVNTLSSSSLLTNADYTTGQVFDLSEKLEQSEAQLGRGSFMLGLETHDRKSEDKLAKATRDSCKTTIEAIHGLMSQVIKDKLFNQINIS
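Detection – fluorescence polarization · System – HEK293T-derived human Csn5 enzyme · Controls – substrate-only high control, full reaction low control · Timing – 90 min, room temperature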
Rpn11 block: inhibitors of human proteasome Rpn11 | O00487 | human 26S proteasome, Ub4-pepOG fluorescence polarization; 20S core pre-blocked with epoxomicin | calls only at 20 µM | actives 0.59% (n = 360,000);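 active = inhibition at 20 µM, scaled to each plate's controls, above about 33%, limit read from the data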
Scp1 inh: Scp-1 (human) phosphatase inhibition; inhibition, % at 20 µM; Q9GZU7; AID 493091; actives 0.88% (n = 340,000); Recombinant Scp1, phosphopeptide, malachite green phosphate absorbance;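 active = inhibition above about 50% at 20 µM, limit read from the data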;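 note: plate controls were DMSO wells with enzyme for no effect and wells lacking enzyme for full effect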
Target sequence (Q9GZU7 76-261 limits assumed): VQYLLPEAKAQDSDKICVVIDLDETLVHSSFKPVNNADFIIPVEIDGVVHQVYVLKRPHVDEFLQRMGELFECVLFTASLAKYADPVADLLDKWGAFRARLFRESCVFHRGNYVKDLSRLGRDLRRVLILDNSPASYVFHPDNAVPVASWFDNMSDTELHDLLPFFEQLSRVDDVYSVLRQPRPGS
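Assay system: SCP-1 catalytic fragment, aa 76-261 | Buffer or medium: Tris acetate buffer pH 5.5 with MgCl2 and Tween-20 | Compound: One concentration, 20 µM, with 1.0% DMSO | Also added: Phospho 17-mer peptide substrate | Signal: Absorbance at 630 nm | Incubation: 45 min enzyme reaction at room temperature | Measure: % inhibition of SCP-1 phosphate liberation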
STEP inh: blocks human striatal-enriched tyrosine phosphatase; P54829; recombinant STEP, OMFP fluorogenic substrate, fluorescence; inhibition, % at 20 µM; actives 0.25% (n = 360,000); AID 588621;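 active = inhibition at 20 µM, scaled per plate between control wells, above about 37%, limit read from the data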;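 note: 0% = DMSO with enzyme and substrate and 100% = substrate only without enzyme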
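System: isolated STEP enzyme; schedule: 20 min enzyme reaction at room temperature, protected from light; medium: Bis-Tris buffer pH 6.0, 2.5 mM DTT, 0.005% Tween 20; signal: fluorescence, 480/540 nm; dosing: single compound dose of 20 µM, 1% DMSO final; also added: OMFP substrate, 25 µM final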
NadD block: blocks S. aureus nicotinate mononucleotide adenylyltransferase | purified NadD enzyme, colorimetric absorbance read-out | actives 0.78% (n = 360,000) | inhibition, % at 20 µM; in the data active = inhibition above about 26%; note: some compounds past the cut are filed as inactive
Tb MetRS inh: blocks T. brucei methionyl-tRNA synthetase activity; purified T. brucei MetRS, ATP depletion, Kinase-Glo luminescence; inhibition, % at 11.9 µM; actives 0.4% (n = 360,000);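 active = inhibition above a per-plate cutoff of the control wells' mean inhibition plus 3 SD, cut at about 5.5% in these data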;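 note: 0% = DMSO wells median and 100% = median of wells with control inhibitor compound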
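System: purified T. brucei MetRS enzyme / Detection: Kinase-Glo luciferase luminescence reporting remaining unconsumed ATP / Medium: HEPES buffer with MgCl2, KCl, DTT, spermine, BSA, pyrophosphatase / Replication: singlicate, one well per compound / Evaluation: percent inhibition relative to median high and low control wells / Schedule: 2 h aminoacylation at 25 °C after 15 min preincubation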
Numbers without * were called inactive; i = inactive; x = not tested or not shown.

The line under a structure holds: SUMO1 PPI mod	LMPTP block	PABP1 MLLE inh	DNMT1 inh	CSN inh	Rpn11 block	Scp1 inh	STEP inh	NadD block	Tb MetRS inh
1	CCOc1cc(C(=O)Nc2ccc(C)cc2O)ccc1OCC(=O)N1CCOCC1
→ 5	0.1	-15	-16	3	i	7	2	10	-0.2
2	CCN(CC)S(=O)(=O)c1ccc(C)c(NC(=S)N2CCN(Cc3ccc4c(c3)OCO4)CC2)c1
→ 0	-1.1	-71	-3	4	i	-1	3	2	-1.1
3	Cc1ccc(S(=O)(=O)N(C)CC(=O)NCCCc2ccccc2)cc1
→ -4	-2.6	-12	3	-3	i	-6	-4	-5	0.3
4	COc1cccc(NC(=O)CCN2CCC(C(N)=O)CC2)c1
→ 5	-1.0	5	3	-3	i	-6	0	1	-0.8
5	O=C(c1ccco1)N1CCN(C(=O)c2ccc(-c3cccc(C(F)(F)F)c3)o2)CC1
→ -7	0.2	-1	-1	4	i	-9	1	0	-0.2
6	COc1cccc(CNC(=O)C2CCN(S(=O)(=O)c3ccc4c(c3)NC(=O)C(C)S4)CC2)c1 (stereo not given)
→ 4	0.0	-6	0	6	i	-11	-3	0	-0.1
7	O=C1NC(c2ccccc2OC(F)F)Oc2ccccc21 (stereo not given)
→ 3	-0.1	-17	3	5	i	-1	1	6	0.1
8	CCOc1ccc(NC(=O)c2cc3c(C)nc4ccccc4c3o2)cc1
→ -3	-0.2	-12	-20	-3	i	-3	-2	-6	-0.5
9	Cn1c(SCC(=O)Nc2nccs2)nnc1C1CC1
→ 3	-2.1	-5	3	-1	i	-5	-3	-6	-0.3
10	COc1ccccc1NC(=S)Nc1ccc2cn[nH]c2c1
→ -3	-0.6	30	-3	1	i	-6	1	4	7.8*

Complete entries as entered above. Screens in order: SUMO1 PPI mod	LMPTP block	PABP1 MLLE inh	DNMT1 inh	CSN inh	Rpn11 block	Scp1 inh	STEP inh	NadD block	Tb MetRS inh
COc1cccc(NC(=O)CCN2CCC(C(N)=O)CC2)c1 in the list: 5	-1.0	5	3	-3	i	-6	0	1	-0.8
Cc1ccc(S(=O)(=O)N(C)CC(=O)NCCCc2ccccc2)cc1 in the list: -4	-2.6	-12	3	-3	i	-6	-4	-5	0.3
Cn1c(SCC(=O)Nc2nccs2)nnc1C1CC1 in the list: 3	-2.1	-5	3	-1	i	-5	-3	-6	-0.3
O=C1NC(c2ccccc2OC(F)F)Oc2ccccc21 (stereo not given) in the list: 3	-0.1	-17	3	5	i	-1	1	6	0.1

(more compounds)
The line under a structure holds: SUMO1 PPI mod	LMPTP block	PABP1 MLLE inh	DNMT1 inh	CSN inh	Rpn11 block	Scp1 inh	STEP inh	NadD block	Tb MetRS inh
11	COc1cc(/C=c2\s/c(=C(/C#N)C(=O)N3CCCC3)n(-c3ccccc3)c2=O)ccc1O
→ -19	0.3	-33	-5	27	x	-2	-1	10	-0.5
12	CCc1nc2c3cnn(-c4cc(Cl)ccc4C)c3ncn2n1
→ 0	-1.2	12	8	2	i	1	4	1	-2.7
13	CCN(CC(=O)Nc1ccc(NC(C)=O)cc1)C(=O)c1ccccc1Sc1ccccc1C#N
→ -64	-7.5	-6	-4	0	i	0	-1	6	-0.4
14	CC1CCCN(S(=O)(=O)c2ccc(CN3C(=O)c4cccnc4C3=O)cc2)C1 (stereo not given)
→ -16	-0.2	-5	2	2	i	16	2	-1	-0.7
15	O=c1c2ccccc2nnn1CCO
→ -1	-0.4	3	1	7	i	-1	-4	-7	0.6
16	O=C(CCN1CCN(Cc2ccccc2)CC1)NNC(=O)c1cc2ccccc2o1
→ -3	-1.2	2	1	2	i	-7	-1	1	-0.3
17	O=C(CSc1ccccc1)NC(=O)NCc1ccccc1
→ 0	-1.3	3	-1	-4	i	-20	1	-3	-0.1
18	O=C(N/N=C/c1ccc(O)c(O)c1)c1cc(-c2ccccc2)nc2ccccc12
→ -2	2.2	-12	5	-1	i	-7	3	7	-0.1
19	CCOc1ccc(N(CC(=O)NCCc2ccccc2)S(=O)(=O)c2ccccc2)cc1
→ -6	2.3	-9	1	1	i	0	1	0	-0.4
20	Cc1ccc(C(=O)OC(C)CN2CCN(C)CC2)cc1 (stereo not given)
→ 8	-3.1	15	-1	-3	i	-4	-3	-6	-0.7
21	CCCS(=O)(=O)N1CCN=C1SCc1ccc(F)cc1
→ 0	0.2	-4	0	-3	i	-5	-1	6	0.3
22	Cc1ccc(NNC(=O)c2ccc(Cl)cc2)nn1
→ 4	0.6	-38	4	105	i	-15	1	-5	-0.9
23	O=C(CCC(=O)NNC(=O)c1ccccc1[N+](=O)[O-])NCc1ccccc1
→ -6	1.9	3	1	-12	i	-3	2	3	-0.2
24	Cc1ccc(-n2cc(CN3CCC(CO)(Cc4cccc(C(F)(F)F)c4)CC3)cn2)cc1
→ 0	1.0	-6	2	3	i	-1	2	-5	-0.4
25	CCOc1ccccc1CNC(=O)C1CCCN(c2ncnc3c2nc2n3CCCCC2)C1 (stereo not given)
→ 9	-0.6	-5	-1	-3	i	-8	2	5	-0.3
26	CCOC(=O)c1c(C)n(C)c2ccc(OCC(O)Cn3c(C)nc4ccccc43)cc12 (stereo not given)
→ 3	7.8	2	-10	-2	i	-6	2	5	-0.8
27	O=C(CSc1n[nH]c(=O)n1Cc1ccco1)c1ccc(F)cc1
→ 9	0.4	-31	-3	-4	i	1	-2	-3	-0.5
28	Cc1ccc(C(=O)N(C)Cc2ccc(N3CCOCC3)cc2)cc1S(=O)(=O)NCc1ccccc1
→ -1	1.1	9	1	3	i	8	0	-3	-0.4
29	Cc1ccc(CNC(=O)C2CCCCN2S(=O)(=O)c2ccccc2)cc1 (stereo not given)
→ 7	-1.4	13	-1	-6	i	-7	-3	-5	0.0
30	C=CCNC(=O)COc1coc(CN2CCN(C(=O)c3ccco3)CC2)cc1=O
→ -5	-1.8	8	1	-1	i	-4	2	-3	-0.4
31	COC(=O)c1cc(NS(=O)(=O)c2ccc(F)cc2)ccc1N1CCOCC1
→ 2	-0.7	-4	-1	-3	i	5	1	-2	-0.6
32	Cc1ccccc1C(=O)NNC(=O)c1ccc(F)cc1
→ 0	-0.2	-1	10	-1	i	-1	-4	-1	-1.1
33	CC1(C)CC(NC(=O)c2cc(S(=O)(=O)N3CCCCC3)ccc2Cl)CC(C)(C)N1
→ 4	0.0	1	1	3	i	-2	0	-6	0.3
34	O=C(CCc1ccccc1)Nc1ccnn1C1CCN(Cc2ccc(OCCO)cc2)CC1
→ 7	-0.5	-12	5	-3	i	-1	0	4	-0.2
35	Cc1ccc(OCCCn2ccnc2)cc1C
→ -1	0.2	8	0	-6	i	3	-3	2	-0.7
36	O=C(Cc1ccccc1)NCc1ccc(-n2cccc2)cc1
→ -2	-0.6	-3	0	4	i	-1	0	-1	-0.3
37	Cc1ccnc2nc(C(=O)OCC(=O)c3c[nH]c4ccccc34)nn12
→ 3	-0.5	-12	-3	3	i	9	1	-4	-0.2
38	CCOc1cc(C=C2C(=O)c3ccccc3C2=O)ccc1OCC(=O)Nc1ccc(C)cc1
→ -4	-2.2	38	13	-2	i	-2	-9	-1	-0.5
39	COc1ccc(-c2noc(COc3ccc(Cl)c(C)c3)n2)cc1
→ 5	-0.6	10	7	3	i	-10	-2	-1	-0.5
40	CC1CCCCN1C(=O)c1cccc(NC2=C(Cl)C(=O)N(Cc3ccccc3)C2=O)c1 (stereo not given)
→ -27	4.3	-6	-2	1	i	-12	-2	2	-0.5
41	CSCC(=O)NS(=O)(=O)c1ccc(C)cc1
→ 0	-0.8	17	0	-6	i	4	-3	2	-0.3
42	CC(=O)c1ccc(NC(=O)C(C)Sc2nnc(-c3ccncc3)n2C2CC2)cc1 (stereo not given)
→ -5	-0.6	3	-2	-7	i	-3	2	-1	0.0
43	COc1ccc(NC(=O)C2Cc3c(-c4ccccc4Oc4ccccc4)ccnc3O2)cn1 (stereo not given)
→ 3	1.8	-3	-1	-1	i	x	-1	2	-0.3
44	O=C(Cc1cc(C(F)(F)F)cc(C(F)(F)F)c1)Nc1c(-c2ccccc2)[nH][nH]c1=O
→ 5	-0.2	x	x	-3	x	x	x	x	-0.1
45	CC1CCCC(C)N1C(=O)CSc1nnc(-c2c[nH]c3ccccc23)o1 (stereo not given)
→ 3	3.2	-14	-3	-7	i	-6	-4	2	5.3
46	Cc1ccc(-c2cc(C(F)(F)F)n3ncc(C(=O)N4CCCCC4c4cccnc4)c3n2)cc1 (stereo not given)
→ 7	1.0	-9	0	6	i	-2	3	-4	0.9
47	COC(=O)c1c(NC(=O)CN2C(=O)NC3(CCC(C(C)(C)C)CC3)C2=O)sc2c1CCCCC2 (stereo not given)
→ -4	-2.0	15	2	1	i	-5	-2	18	-0.5
48	COc1ccc(N2CCN(CC(O)COc3cc(C)cc(C)c3)CC2)cc1 (stereo not given)
→ 2	-1.2	-12	-1	5	i	-7	1	-6	0.2
49	COc1cccc(CN(C)CC(=O)NC(=O)NCc2ccco2)c1
→ -1	-1.1	3	28	7	i	16	0	13	-0.3
50	CCOc1ccc(N/C=C/C(=O)c2ccc3ccccc3c2)c([N+](=O)[O-])c1
→ -21	5.8	-6	5	2	i	-1	9	-7	-1.0
